Screening data: PubChem, several laboratories
EP2 mod – EP2 receptor (human) modulation; P43116; EP2-expressing cells, cAMP HTRF FRET, PGE2 co-stimulation; induction, % at 25 µM; 260,000 tested, 0.83% active; AID 940;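 active means compounds whose cAMP rise, as percent of the full-agonist control response, exceeds 60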;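 further: rat C6 glioma line stably carrying human EP2 under a CMV promoter; the protocol text gives 20 µM as final concentration; 100% = response of wells given 1 µM PGE2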
Target sequence (P43116 whole entry, looked up): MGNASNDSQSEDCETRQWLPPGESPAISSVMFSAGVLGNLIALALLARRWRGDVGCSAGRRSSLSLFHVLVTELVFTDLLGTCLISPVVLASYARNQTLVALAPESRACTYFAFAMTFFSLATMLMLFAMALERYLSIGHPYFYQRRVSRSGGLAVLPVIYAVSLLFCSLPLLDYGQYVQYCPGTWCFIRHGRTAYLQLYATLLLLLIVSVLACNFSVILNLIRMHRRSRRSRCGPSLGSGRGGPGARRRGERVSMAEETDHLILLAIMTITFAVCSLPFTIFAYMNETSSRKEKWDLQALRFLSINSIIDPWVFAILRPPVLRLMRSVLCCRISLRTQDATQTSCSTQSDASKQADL
14-3-3 Bad inh – disrupts binding of bovine 14-3-3 zeta to phospho-Bad peptide | TR-FRET 14-3-3zeta/Dy647-pBad peptide displacement, 1 h | AID 781 | P63103 | 220,000 tested, 0.71% active | inhibition, % at 21.7 µM;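 active means inhibition above about 70%, limit read from the data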;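 further: 0% = full 14-3-3 plus peptide FRET controls and 100% = background without 14-3-3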
Target sequence (P63103 whole entry, looked up): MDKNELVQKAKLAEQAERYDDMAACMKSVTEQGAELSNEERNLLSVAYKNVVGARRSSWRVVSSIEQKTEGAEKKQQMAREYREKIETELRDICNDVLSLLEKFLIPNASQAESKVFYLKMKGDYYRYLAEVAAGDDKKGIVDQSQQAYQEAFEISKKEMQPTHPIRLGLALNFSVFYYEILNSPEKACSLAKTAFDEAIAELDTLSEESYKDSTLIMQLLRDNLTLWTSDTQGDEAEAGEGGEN
PPC-1+TRAIL kill – kills PPC-1 cancer cells in the presence of TRAIL; PPC-1 cells + TRAIL, ATPLite viability luminescence; cell killing (% activity), % at 4 µM; 220,000 tested, 0.41% active; AID 1443;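 active means cell killing above 50% in the first pass at 4 µM, then a duplicate retest at 5 µM averaging 50% or more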;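 further: plate controls were cells with TRAIL plus DMSO for no effect and medium-only wells lacking cells for full effect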
CHOP inh – blocks CHOP induction under ER stress | CHO-K1 CHOP-promoter luciferase, tunicamycin-induced, 15-18 h | AID 2732 | 220,000 tested, 3.8% active | inhibition, % at 10 µM;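 active means compounds that reduced the stress-induced luciferase reporter signal by more than about 70% of percent inhibition, limit read from the data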;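 further: 0% = tunicamycin plus vehicle and 100% = wells without tunicamycin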
EP2 antag – blocks the human prostaglandin E2 receptor EP2 | 260,000 tested, 0.52% active | AID 1422 | C6 glioma cells expressing human EP2, cAMP TR-FRET; cells stimulated with saturating PGE2 | inhibition, % at 25 µM;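 active means percent inhibition above 40 after rounding to a whole number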;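 further: rat C6 glioma host cells with rolipram phosphodiesterase inhibitor present; the protocol text gives 20 µM as final concentration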
TRPML3 agonist – activates the human TRPML3 channel | Q8TDD5 | HEK293 TRPML3-YFP, Fluo-8 calcium fluorescence; 100% = the carbachol control signal | activation, % at 3 µM | 220,000 tested, 0.29% active;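 active means activation above its plate's cutoff, the mean activation of the plate's test wells plus 3 SD, cut at about 12% in these data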;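 further: 0% = DMSO only wells and 100% = carbachol wells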
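system = HEK293 cells stably carrying human TRPML3-YFP | doses = one concentration, 3 µM nominal, 0.3% DMSO | timing = dye loading 1 h 37 °C then 30 min ambient, 125 s read | detection = Fluo-8 calcium dye fluorescence, ex 470-495, em 515-575 nm | benchmarks = high control carbachol 87 µM, low control DMSO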
NPY-Y1 PAM-ag – potentiates or activates human NPY-Y1 receptor; NPY-Y1 expressing cells, potentiator/agonist activation; AID 1304; 220,000 tested, 0.37% active; P25929; activation, % at 3.6 µM; in the data active means activation above about 33%, passing the limit was not always enough;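 further: cells stimulated with NPY at EC10 then isoproterenol at EC100; 0% = low agonist plus stimulus and 100% = saturating agonist plus stimulus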
Target sequence (P25929 whole entry, looked up): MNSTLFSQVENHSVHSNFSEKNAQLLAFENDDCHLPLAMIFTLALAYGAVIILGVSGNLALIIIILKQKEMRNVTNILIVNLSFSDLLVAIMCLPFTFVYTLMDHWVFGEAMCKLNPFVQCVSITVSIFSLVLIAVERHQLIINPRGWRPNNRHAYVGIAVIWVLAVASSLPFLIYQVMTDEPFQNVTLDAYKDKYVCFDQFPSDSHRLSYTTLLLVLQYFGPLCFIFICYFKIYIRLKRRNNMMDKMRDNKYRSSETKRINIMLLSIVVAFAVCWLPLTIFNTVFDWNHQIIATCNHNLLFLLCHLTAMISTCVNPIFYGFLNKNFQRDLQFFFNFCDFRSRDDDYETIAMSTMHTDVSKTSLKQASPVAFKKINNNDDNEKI
NPY-Y1 antag – NPY-Y1 (human) receptor antagonism; inhibition, % at 3.6 µM; 200,000 tested, 1% active; AID 1040; HEK293-CNG Y1 cells, membrane potential fluorescence; NPY at EC95, then isoproterenol; P25929;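 active means inhibition above the campaign mean inhibition of all tested compounds plus 3 SD, cut at about 20% in these data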;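 further: 0% = DMSO wells given NPY plus isoproterenol and 100% = isoproterenol alone without NPY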
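Assay system: HEK293 Y1/CNG channel cell line; Doses: single compound dose of 3.6 µM, 0.4% DMSO; Timing: dye 3 h, compound 60 min room temperature, stimulation 45 min; Technique: Membrane-potential fluorescent dye readout; Measure: % inhibition of NPY effect.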
zfTRPN1 agonist – zebrafish TRPN1 (NompC) channel agonism; HEK293 zebrafish TRPN1-YFP, Fluo-8 calcium fluorescence; 100% = response to 87 µM carbachol; activation, % at 3 µM; 220,000 tested, 0.18% active;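 active means activation above its plate's cutoff, the mean activation of test wells on that plate plus 3 SD, cut at about 19% in these data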;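 further: 0% = DMSO alone and 100% = 87 µM carbachol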
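Material: zebrafish TRPN1-YFP in HEK293 cells; Doses: single test compound dose, 3 µM nominal, 0.3% DMSO; Timing: dye loading 1 h at 37 °C, then 30 min room temperature; Technique: intracellular calcium fluorescence with Fluo-8; Benchmarks: high carbachol 87 µM, low DMSO alone.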
Numbers without * were called inactive; . = no result given; & = joins results of further samples; [ ] = dose if it differs, or a comment. Not all compounds are listed; rates above refer to the full screens.

Fields – TRPML3 agonist	PPC-1+TRAIL kill	NPY-Y1 antag	EP2 antag	zfTRPN1 agonist	NPY-Y1 PAM-ag	14-3-3 Bad inh	EP2 mod	CHOP inh
1) COc1ccc2c(c1)C1=C(CC2)C(c2ccc(C)cc2)NC(=S)N1 (configuration not stated)
→ -0.6	.	-1.4	3.4	-2.4	2.3	-12.6	19.2	8.3
2) CC1CCN(S(=O)(=O)c2ccc(C(=O)Nc3nnc(-c4ccccn4)o3)cc2)CC1
→ 0.3	21.8	1.2	6.8	0.2	4.5	-6.5	13.1	8.1
3) Cc1ccc(-n2ncc(C(=O)Nc3cc(Cl)cc(Cl)c3)c2C2CCNCC2)cc1C
→ 3.7	20.2	33.5*	7.8	8.0	20.7	-2.7	-60.7	3.0
4) Cc1ccc(S(=O)(=O)N2CCCC2C(=O)Nc2ccc(O)cc2)cc1 (configuration not stated)
→ -0.7	19.0	-1.5	9.0	1.3	-4.5	3.6[fluorescence artefact?]	-51.6	10.6
5) COc1cccc(C(=O)Nc2cc(Cl)c(O)c(Cl)c2)c1
→ 0.3	9.5	.	10.4	-0.8	-9.7	-2.7	-10.3	0.8
6) COc1ccc(NC(=O)n2nc(OC(=O)c3cccs3)cc2N)cc1
→ -0.4	14.3	-0.4	13.8	1.3	5.0	-11.0	-56.0	-4.8
7) O=C(Cn1nnc(-c2ccccc2)n1)N/N=C/c1cc([N+](=O)[O-])ccc1O
→ 0.5	2.8	3.5	2.6	0.4	7.1	-4.2[fluorescence artefact?]	5.5	25.5
8) CC(Sc1nnnn1-c1ccc(O)cc1)c1nc2ccccc2c(=O)[nH]1 (configuration not stated)
→ 0.2	14.1	.	8.6	0.7	8.3	-5.6	-17.1	25.1
9) COc1cccc(C(=O)Nc2cccc(C(=O)N3CCOCC3)c2)c1
→ 0.7	6.2	-3.8	2.6	1.5	1.4	-2.3	-1.2	21.5
10) Cc1csc(NC(=O)C(Cc2ccccc2)n2cccc2)n1 (configuration not stated)
→ 0.7	-9.1	-2.4	5.9	0.7	19.7	2.2	6.1	58.2
11) Cc1cccc(N=N/C(=C\O)C(=O)c2ccc(Br)cc2)c1
→ 0.2	10.1	-7.2	5.6	-0.2	17.1	-6.5	96.8*	-33.9
12) CCn1cc(C2C3=C(CC(C)(C)CC3=O)N(c3ccccc3)C3=C2C(=O)CC(C)(C)C3)c(C)n1
→ 0.0	-7.7	7.7	5.2	2.1	-4.2	-5.2[fluorescence artefact?]	13.9	-15.3
13) CCOC(=O)CSc1ccc2nnc(-c3cccnc3)n2n1
→ 0.6	20.3	-5.7	10.7	2.4	2.8	-0.9	9.6	6.5
14) S=c1nc(C23CC4CC(CC(C4)C2)C3)nc2sccn12
→ 0.3	27.8	-3.8	7.8	1.3	-6.7	-0.6	1.0	-21.9
15) COc1ccc(-c2nnn(CC(=O)N(CCO)C(C(=O)NC3CCCC3)c3ccncc3)n2)cc1 (configuration not stated)
→ 0.5	9.4	0.1	10.1	0.3	4.4	-10.8	9.4	-6.0

Entries of single compounds, looked up by structure. Order of screens: TRPML3 agonist, PPC-1+TRAIL kill, NPY-Y1 antag, EP2 antag, zfTRPN1 agonist, NPY-Y1 PAM-ag, 14-3-3 Bad inh, EP2 mod, CHOP inh
CCn1cc(C2C3=C(CC(C)(C)CC3=O)N(c3ccccc3)C3=C2C(=O)CC(C)(C)C3)c(C)n1 reads 0.0, -7.7, 7.7, 5.2, 2.1, -4.2, -5.2[fluorescence artefact?], 13.9, -15.3
COc1cccc(C(=O)Nc2cccc(C(=O)N3CCOCC3)c2)c1 reads 0.7, 6.2, -3.8, 2.6, 1.5, 1.4, -2.3, -1.2, 21.5

Carrying on:
Fields – TRPML3 agonist	PPC-1+TRAIL kill	NPY-Y1 antag	EP2 antag	zfTRPN1 agonist	NPY-Y1 PAM-ag	14-3-3 Bad inh	EP2 mod	CHOP inh
16) CCn1c(C(=O)NCc2ccccn2)cc2sccc21
→ 0.6	-32.1	2.0	8.6	0.6	4.0	-0.1[fluorescence artefact?]	-34.9	3.8
17) O=C(Nc1ccccc1)Oc1cccc(Br)c1
→ 0.2	4.9	.	6.8	0.4	-1.2	-13.7	-9.8	1.3
18) COc1ccc(NC(=O)/C(C#N)=C/c2c(C)nn(-c3ccc(F)cc3)c2Cl)cc1OC
→ 0.6	11.7	0.6	17.5	-0.5	1.3	6.8[fluorescence artefact?]	-3.1	0.2
19) Cc1cc(NC(=O)C2CCCC2)nc2c1c(=O)oc1ccccc12
→ 0.6	-12.0	7.0	31.6	0.8	19.1	-6.3	-7.7	38.2
20) CC(C)(C)c1ccc(-c2noc(CCC(N)=O)n2)cc1
→ 0.8	9.2	1.3	7.2	0.8	-1.3	5.4	16.6	100.5*
21) CCN(C(=S)NC(=O)CCc1ccccc1)c1ccccc1
→ 0.5	21.7	0.4	13.9	2.1	-19.3	-5.2	-33.8	-8.1
22) CNNC(=O)C(C)NC(=O)c1ccc(Br)cc1 (configuration not stated)
→ 0.1	-4.3	-2.2	2.1	0.3	10.3	0.0	-6.7	8.4
23) C=CCN1C(=O)c2ccccc2Sc2ccc(C(=O)N3CCN(C)CC3)cc21
→ 0.9	-2.6	-3.7	.	1.8	4.2	9.8	22.7	-16.9
24) O=C(Nc1ccc(N2CCOCC2)cc1)c1cccc(S(=O)(=O)N2CCCC2)c1
→ 1.2	17.6	-7.0	4.3	0.2	-15.2	8.3	-2.0	16.5
25) CN(C)c1ccc(N2CC(C)(C)C2=O)cc1
→ 0.5	-1.2	4.0	6.7	0.2	3.1	1.8	-15.5	-7.2
26) CCc1nc2ccc(C(=O)Nc3ccc(NC(C)=O)cc3)cc2nc1CC
→ 0.1	-7.7	-3.1	6.1	-0.8	1.8	2.7	7.3	31.9
27) CCn1c(SCC(=O)Nc2nccs2)nnc1-c1ccc(S(=O)(=O)N2CCCCC2)cc1
→ 0.7	15.8	-5.8	12.1&7.9	1.8	5.8	-3.8	-27.9&-14.5	-3.6
28) NC(CCC(=O)O)C12CC3CC(CC(C3)C1)C2 (configuration not stated)
→ 0.4	9.9	-1.7	8.7	2.1	-11.7	-1.9	14.3	7.8
29) O=C1N=c2ccccc2=C1c1[nH]c(=S)[nH]c1O
→ -1.0	3.9	-5.0	11.9	-0.6	1.3	7.4	4.3	1.4
30) O=C(NCC1CCCO1)NC12CC3CC(CC(C3)C1)C2 (configuration not stated)
→ 1.3	17.2	0.2	4.1	1.4	13.7	-3.7	8.0	24.4
31) COc1ccccc1N(CC(O)Cn1ccnc1C)S(=O)(=O)c1ccccc1 (configuration not stated)
→ 0.4	18.8	0.0	4.7&9.6	0.9	0.1	-9.1	11.1&33.8	24.9
32) O=C(OCc1cc(Cl)ccc1OC(F)F)c1cc(S(=O)(=O)O)ccc1O
→ 0.9	-9.3	-5.5	11.9	2.0	-1.7	1.9[fluorescence artefact?]	28.4	3.2
33) Cc1ccc(NC(=O)c2ccc(-n3cccn3)c([N+](=O)[O-])c2)cc1
→ 1.4	6.9	-4.9	7.2	2.8	-11.2	-4.4	-21.0	33.8
34) CC(C)Oc1cccc(NC(=O)c2cnccc2C(F)(F)F)c1
→ 1.0	6.7	.	12.2	1.1	14.1	-3.5	-23.6	6.4
35) Cc1ccc(Cl)cc1NC(=O)Cn1cc(C(F)(F)F)cc(Cl)c1=O
→ 0.5	-1.0	0.9	5.8	0.0	5.8	-5.9[fluorescence artefact?]	9.9	9.8
36) CCn1nnnc1SCC(=O)N1CCCc2ccccc21
→ 0.6	5.4	3.4	14.2	-1.1	2.3	-0.7	12.7	1.6
37) COc1ccccc1C(=O)NCC1CCN(c2ccc(S(=O)(=O)N3CCOCC3)cc2)CC1
→ 1.4	-25.3	2.3	11.1	-1.2	10.6	-7.4	-14.6	14.8
38) COc1ccc2[nH]c3c(=S)nc[nH]c3c2c1
→ 0.6	-1.2	6.2	11.7	0.1	-6.4	-6.0	62.0*	5.6
39) CC(C)n1c(SCC(=O)Nc2nc3c(s2)CCCC3)nc2c1c(=O)n(C)c(=O)n2C
→ -0.6	12.3	4.6	14.4	0.1	-20.8	0.6[fluorescence artefact?]	-20.9	17.1
40) CCOC(=O)C1CCCN(CCC(C)c2ccccc2)C1 (configuration not stated)
→ 1.0	4.9	5.3	0.9	0.0	-8.6	12.5[fluorescence artefact?]	21.3	-4.1
41) CCn1c(SCC(=O)N2CC(=O)Nc3ccccc32)nnc1-c1ccoc1C
→ 0.9	1.1	-2.6	.	-0.3	-2.5	-6.1	5.1	18.5
42) COc1ccc(Br)cc1CNC(=O)CCc1nc(-c2ccc(C)cc2)no1
→ -0.2	8.8	21.4*	9.9	-1.1	-0.1	-4.0	16.2	75.6*
43) O=C1c2ccccc2-c2onc3ccc(N4CCCC4)c1c23
→ 13.6*	16.7	0.2	5.0	17.9	19.9	25.0	27.0	-10.2
44) Cc1c(NC(=O)c2ccccc2)c(=O)n(-c2ccccc2)n1C
→ 0.8	25.5	-0.1	9.3	-0.1	-32.9	2.8[fluorescence artefact?]	14.8	7.8
45) S=c1[nH]nc(Cc2cccs2)n1-c1cccc2ccccc12
→ 0.1	24.8	-2.5	7.2	-0.9	4.1	-20.9	9.8	-10.2
46) O=C(NCc1ccco1)c1ccc(CS(=O)(=O)Cc2ccc(Cl)cc2)o1
→ 1.0	-20.5	3.0	2.3	1.0	12.8	.	-18.7	-21.7
47) O=C(C1=C(O)C(=O)N(CCc2ccccc2)C1c1ccncc1)c1cc2ccccc2o1 (configuration not stated)
→ -0.7	33.4	3.4	28.3	-0.6	-5.3	-5.0	29.1	-8.7
48) Cc1cc([N+](=O)[O-])nn1Cc1ccc(F)cc1
→ 0.1	3.3	-0.6	2.7	-1.8	8.1	5.2	2.0	-5.4
49) CC(C)(C)C(=O)NC(NC(=S)Nc1ccc(S(N)(=O)=O)cc1)C(Cl)(Cl)Cl (configuration not stated)
→ 1.1	3.7	-5.5	3.7	-0.3	6.5	-9.7[fluorescence artefact?]	6.0	-6.4
